BLM helicase inh: Bloom syndrome helicase (human) inhibition. P54132. recombinant BLM DNA unwinding, fluorescence dequenching. Potency, µM (top dose mostly 56.1 µM), inactives show top-dose activity change, negative = inhibition, actives largely listed as inhibitors. 350,000 compounds, 0.2% hits. AID 2528;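 also: plate controls were vehicle for no effect and no enzyme for full effect; nearly all actives have a fitted effect of over 35% in size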
Pol iota inh: blocks human DNA polymerase iota activity | 390,000 compounds, 1% hits | Potency, µM (doses to about 115 µM), for inactives: top-dose activity, negative = inhibition, hits mostly inhibitors | AID 588590 | Q9UNA4 | Pol iota fluorescent replication assay, 10 min
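Pol iota at 10 nM preincubated 15 min with compounds at room temperature; reaction started with fluorescent substrate, 50 nM final. Fluorescence read kinetically at 0 and 10 min; buffer-only wells as negative control.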
POLH inh: DNA polymerase eta (human) inhibition | Potency, µM (highest dose often 114 µM), for the others: at the highest dose activity change, negative = inhibition, most hits filed as inhibitors | recombinant Pol eta, fluorescent DNA replication assay | Q9Y253 | AID 588591 | 390,000 compounds, 1.2% hits; also: % is scaled to controls: 0 for no effect and ±100 for the full control effect
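Pol eta at 10 nM preincubated with compounds 15 min at room temperature; reaction started with fluorescent substrate (50 nM final) and read kinetically at 0 and 10 min.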
G9a inh: blocks human histone lysine methyltransferase G9a. G9a H3K9 monomethylation, AlphaScreen, 2 h. Potency, µM (top dose mostly 102 µM), for the others: at the highest dose activity, negative = inhibition, most hits filed as inhibitors. 350,000 compounds, 8.8% hits. AID 504332; also: % is scaled to controls: 0 for no effect and ±100 for the full control effect; nearly all actives have a fitted effect of over 75% in size
Target sequence (Q96KQ7 913-1193 limits assumed): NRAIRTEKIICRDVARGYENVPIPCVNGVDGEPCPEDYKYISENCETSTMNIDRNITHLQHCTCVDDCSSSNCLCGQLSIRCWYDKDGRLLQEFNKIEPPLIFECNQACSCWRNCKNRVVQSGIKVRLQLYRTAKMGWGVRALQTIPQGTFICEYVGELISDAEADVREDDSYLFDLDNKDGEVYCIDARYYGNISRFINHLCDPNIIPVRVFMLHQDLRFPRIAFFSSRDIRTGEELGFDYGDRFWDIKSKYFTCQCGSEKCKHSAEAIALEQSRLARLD
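Using a bead-based AlphaScreen, monomethylated H3K9 product from 2 h room-temperature reactions (G9a 20 nM, peptide 500 nM, SAM 20 uM) was detected with 0.5 ug/mL rabbit anti-H3K9me1 antibody.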
Apoferritin bind: candidate novel general anesthetic via apoferritin binding; AID 485281; P02791; 350,000 compounds, 0.074% hits; apoferritin/1-aminoanthracene competitive binding, fluorescence; Potency, µM (top dose mostly 77.5 µM), for inactives: at the highest dose activity change, negative = displacement, most hits filed as inhibitors; also: % is scaled to controls: 0 for no effect and ±100 for the full control effect; nearly all actives have a fitted effect of over 20% in size
Target sequence (P02791 2-175 limits assumed): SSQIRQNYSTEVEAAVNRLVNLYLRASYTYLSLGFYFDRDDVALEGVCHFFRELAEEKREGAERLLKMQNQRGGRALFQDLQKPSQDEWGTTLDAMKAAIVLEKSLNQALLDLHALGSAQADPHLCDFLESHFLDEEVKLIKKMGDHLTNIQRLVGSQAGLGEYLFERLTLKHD
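In PBS, apoferritin at 10 uM is loaded with 1-AMA from a 50% saturated solution. After 10 min of compound exposure at ambient temperature, reduced 535 nm fluorescence indicates probe displacement.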
BAZ2B block: blocks human BAZ2B. AlphaScreen BAZ2B-H3K14Ac peptide displacement. Potency, µM (highest dose often 114 µM), inactives show at the highest dose activity change, negative = inhibition, most hits filed as inhibitors. Q9UIF8. 360,000 compounds, 4.4% hits; also: % is scaled to controls: 0 for no effect and ±100 for the full control effect; nearly all actives have a fitted effect of over 60% in size
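AlphaScreen displacement: compounds (up to 110uM) incubated 30 min at room temperature with a preformed 50 nM BAZ2B/50 nM biotinylated H3K14Ac peptide complex in PBS pH 7.4 with Tween-20. Donor and acceptor beads at 10 ug/mL final added, 20 min light-protected before reading.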
Pol beta inh: blocks human DNA polymerase beta activity; Potency, µM (series often up to 114 µM), without a hit: top-dose activity change, negative = inhibition, most hits filed as inhibitors; 340,000 compounds, 1.3% hits; AID 485314; Pol beta primer extension/strand displacement, fluorescence kinetic; P06746; also: % is scaled to controls: 0 for no effect and ±100 for the full control effect
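Pol beta (10 nM) and compounds were preincubated 15 min at room temperature, then 50 nM substrate (final) started primer extension/strand displacement. Reads were taken at 0 and 10 min; concentration-response data were fitted to a four-parameter Hill equation.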
APE1 inh: blocks human APE1 abasic DNA cleavage. P27695. recombinant APE1, TAMRA/BHQ-2 abasic DNA cleavage fluorescence. Potency, µM (top dose mostly 65.8 µM), without a hit: top-dose activity change, negative = inhibition, hits mostly inhibitors. 350,000 compounds, 0.35% hits. AID 2517;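 also: plate controls were vehicle for no effect and reference inhibitor for full effect; nearly all actives have a fitted effect of over 55% in size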
Target sequence (P27695 whole entry, looked up): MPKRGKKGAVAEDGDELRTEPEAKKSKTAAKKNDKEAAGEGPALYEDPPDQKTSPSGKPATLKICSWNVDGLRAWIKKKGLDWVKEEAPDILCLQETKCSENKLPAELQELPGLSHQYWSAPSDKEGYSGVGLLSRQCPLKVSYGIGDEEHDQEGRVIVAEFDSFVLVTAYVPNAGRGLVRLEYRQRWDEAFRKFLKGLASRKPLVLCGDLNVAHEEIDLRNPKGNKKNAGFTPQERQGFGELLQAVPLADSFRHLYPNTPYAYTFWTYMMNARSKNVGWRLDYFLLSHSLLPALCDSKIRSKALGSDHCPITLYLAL
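APE1 at 0.75 nM preincubated 15 min at room temperature with compound. Reaction then started with 50 nM double-stranded THF-abasic substrate labelled with TAMRA/BHQ-2, and 525/598 nm fluorescence read kinetically. Activity taken as third-minus-first read difference, normalized to DMSO and NSC13755 controls.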
POLK inh: inhibitors of human DNA polymerase kappa. purified Pol kappa, fluorescent DNA synthesis assay, 10 min. Q9UBT6. 400,000 compounds, 0.53% hits. Potency, µM (highest dose often 107 µM), without a hit: top-dose activity, negative = inhibition, most hits filed as inhibitors. AID 588579; also: % is scaled to controls: 0 for no effect and ±100 for the full control effect
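First, compounds were pin-transferred onto 10 nM Pol kappa. After 15 min at room temperature, substrate was added to 50 nM final. Fluorescence was then measured kinetically at 0 and 10 min.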
An asterisk follows results filed as active; ? = inconclusive; . = not tested or not shown; [ ] = dose if it differs, or a comment. Calls follow the shape of the dose curve; as a rule, active = well fitted curve in the direction sought with a large enough effect; inconclusive = small, poorly fitted or top-dose-only effect, or another doubt; inactive = no such curve, though single readings can be large; an effect the other way counts as inactive or inconclusive. Potency is read from the fitted curve at half-maximal effect. The list is partial; count on the stated rates, not on these rows.

no.	compound	Pol beta inh	APE1 inh	Apoferritin bind	G9a inh	BAZ2B block	Pol iota inh	POLK inh	BLM helicase inh	POLH inh
1	CC1CCN(C(=O)c2ccccc2SCC(=O)NCC2CCCCC2)CC1	.	-6%	.	?	-37%	23%	-8%	.	-4%
2	COC(=O)Cn1cnc2c(cnn2-c2ccc(OC)cc2)c1=O	62%	1%	-14%	.	-12%	32%[activator]	7%	-3%	-19%
3	Cc1ccccc1NC(=O)c1sc2nc(N3CCOCC3)c3c(c2c1N)CCCC3	20%	-2%	-19%	-1%[0.0925 µM]	14%	-15%	-9%	-8%	-5%
4	COC(c1ccccc1)c1nnc(CCC(=O)N(C)CCc2ccccc2)o1 (centres undefined)	8%	9%	-10%	5%	12%	22%	3%	-3%	-6%
5	Cc1ccc(S(=O)(=O)Nc2ccccc2C(=O)NCC2CCCO2)cc1 (centres undefined)	-2%	41%	-2%	93%[activator]	2%	17%	-12%	-2%	-14%
6	O=C(c1ccco1)N1CCN(Cc2cc(=O)c(OCc3ccccc3)co2)CC1	.	0%	.	?	47%[activator]	13%	-17%	.	2%
7	O=C(Cc1csc(NC(=O)Nc2cccc(Cl)c2)n1)NC1CCCC1	.	6%	.	?	-29%	41%[activator]	-18%	.	-11%
8	COc1ccc(Cc2nnc3c4cnn(C)c4ncn23)cc1	8%	11%	0%	18%[59 µM]	10%	-13%[58.9 µM]	-5%	-3%	-8%
9	COc1ccc(Oc2coc3cc(O)ccc3c2=O)cc1	0%	43%	68%[activator]	10%	-19%	-4%	-6%	-2%	5%
10	COc1ccc([C@H]2[C@H](C(=O)OC(C)(C)C)N3N=Cc4ccccc4C3C23C(=O)c2ccccc2C3=O)cc1OC (some centres undefined)	2%	-14%	-15%	?	18µM*	10%	-16%	-7%	-11%
11	Cc1ccc2nc(-c3ccncc3)c(Nc3ccccc3C)n2c1	16%	.	-1%	10%[59 µM]	-11%	14%	5%	2%	-21%
12	COc1cc(NC(=O)COC(=O)CNC(=O)c2ccc(C)cc2)c(C)cc1[N+](=O)[O-]	-7%	3%	-9%	-15%[59 µM]	7%	-5%	10%	-4%	-11%

Entries of single compounds, quoted from the list. Screens in order: Pol beta inh	APE1 inh	Apoferritin bind	G9a inh	BAZ2B block	Pol iota inh	POLK inh	BLM helicase inh	POLH inh
`COc1ccc(Cc2nnc3c4cnn(C)c4ncn23)cc1` is listed as 8%	11%	0%	18%[59 µM]	10%	-13%[58.9 µM]	-5%	-3%	-8%
`Cc1ccc(S(=O)(=O)Nc2ccccc2C(=O)NCC2CCCO2)cc1` (centres undefined) is listed as -2%	41%	-2%	93%[activator]	2%	17%	-12%	-2%	-14%
`CC1CCN(C(=O)c2ccccc2SCC(=O)NCC2CCCCC2)CC1` is listed as .	-6%	.	?	-37%	23%	-8%	.	-4%
`COc1ccc(Oc2coc3cc(O)ccc3c2=O)cc1` is listed as 0%	43%	68%[activator]	10%	-19%	-4%	-6%	-2%	5%
`COC(c1ccccc1)c1nnc(CCC(=O)N(C)CCc2ccccc2)o1` (centres undefined) is listed as 8%	9%	-10%	5%	12%	22%	3%	-3%	-6%

Other entries follow:
no.	compound	Pol beta inh	APE1 inh	Apoferritin bind	G9a inh	BAZ2B block	Pol iota inh	POLK inh	BLM helicase inh	POLH inh
13	O=C(C[n+]1cc(Br)cc(Br)c1)c1ccc(-c2ccccc2)cc1	2%	20%	-5%	25µM*	?	?	-12%[60.1 µM]	-4%	5%
14	Cc1nn(C)c2c1c(C(F)(F)F)cc(=O)n2C(C)C(=O)NCc1ccccc1 (centres undefined)	5%	.	-8%	2%[59 µM]	1%	2%	27%	0%	-9%
15	Cc1ccc(S(=O)(=O)N[C@@H](C)C(=O)N2CCC(C(=O)N[C@@H](Cc3ccccc3)C(=O)O)CC2)cc1	30%	-8%	6%	-2%	-11%	-18%	-2%	-3%	0%
16	CCC(NC(=O)OC(C)(C)C)C(=O)Oc1ccc2c3c(c(=O)oc2c1)CCC3 (centres undefined)	12%	?	15%	17%	4%	3%	-9%	0%	5%
17	Cc1ccc(NC(=O)/C=C/c2cccc(C(F)(F)F)c2)cc1	-29%[57.1 µM]	-2%	2%	21%	5%	130%[activator]	-9%	-1%	-12%
18	CCc1cc2c(CN(C)Cc3ccccc3F)cc(=O)oc2cc1O	?	32%	66%[activator]	50µM*	-5%	42%[activator]	1%	-14%	-24%
19	COc1ccccc1-c1cc(C(=O)NCc2ccc(Cl)cc2)no1	4%	-6%	-20%	24%	7%	?	-2%	-6%	-15%
20	CNc1nc(C(=O)O)nc(N2CCOCC2)n1	-30%	4%	15%	5.6µM*	11µM*	-16%	3%	-5%	-8%
21	CC(=O)c1ccc(OCc2cc(=O)n3ccsc3n2)cc1	?	3%	-6%	2%[59 µM]	-26%	18%	2%	-15%	-4%
22	Cc1ccc(S(=O)(=O)N2CCN(CC(=O)Nc3ccc4c(c3)CCC4)CC2)cc1C	10%	1%	-8%	4%	-8%	5%	4%	-11%	?
23	O=C(CN1C(=O)NC2(CCCc3ccccc32)C1=O)N1CCN(C(=O)c2ccco2)CC1 (centres undefined)	-20%	-2%	7%	-24%[12.7 µM]	-19%	-7%	2%	-2%	-19%
24	O=C(O)CSCC(=O)NCc1csc2ccc(Cl)cc12	-2%	2%	22%	.	0%	5%[58.9 µM]	-2%	-9%	-8%

The final two entries of the part before lead into the next.
no.	compound	Pol beta inh	APE1 inh	Apoferritin bind	G9a inh	BAZ2B block	Pol iota inh	POLK inh	BLM helicase inh	POLH inh
23	O=C(CN1C(=O)NC2(CCCc3ccccc32)C1=O)N1CCN(C(=O)c2ccco2)CC1 (centres undefined)	-20%	-2%	7%	-24%[12.7 µM]	-19%	-7%	2%	-2%	-19%
24	O=C(O)CSCC(=O)NCc1csc2ccc(Cl)cc12	-2%	2%	22%	.	0%	5%[58.9 µM]	-2%	-9%	-8%
25	O=C(N/N=C/c1cccc(Br)c1)C1CC(=O)N(c2ccccc2)C1 (centres undefined)	-2%	23%	-15%	-10%	-2%	60%[activator]	0%	-4%	-17%
26	COc1cc(S(=O)(=O)NC2CCCC2)ccc1-n1cnnn1	26%	14%	-8%	10%	-5%	27%	-8%	-4%	1%
27	OCC1CCCN(Cc2ccc(-c3ccccc3)cc2)C1 (centres undefined)	19%	11%	-13%	.	?	?	0%	5%	-7%
28	O=C(c1c(Cl)cccc1Cl)N1CCN(c2ccccn2)CC1	2%	6%	-5%	-3%[12.7 µM]	2%	1%	-10%	-1%	-6%
29	Cc1ccc(S(=O)(=O)/N=C/N(C)C)cc1	4%	15%	-5%	24%[59 µM]	7%	6%	-3%	1%	-16%
30	CC1=CC(C)(C)NC(=S)N1c1ccc(C)cc1C	8%	2%	-2%	6%[59 µM]	-19%	48%[activator]	-8%	-1%	-14%
31	O=C(NCC1CCN(Cc2cccc(Cl)c2)CC1)Nc1ccccc1Cl	1%	16%	-11%	7%	1%	2%	1%	2%	-26%
32	COc1ccc(/C=N\NC(=O)COc2ccccc2Cl)cc1Cn1nc(C)cc1C	-10%	-3%	-19%	0%[59 µM]	-2%	6%	-9%	-2%	4%
33	O=C(C[C@H]1C/C=C\CC[C@H](Cc2ccc(F)cc2)C(=O)OC[C@H]2CCCN2C1=O)NCCO	.	-19%	.	.	.	11%	-2%	.	-7%
34	Cc1ccc(S(=O)(=O)CCC(=O)Nc2ccc(Br)cc2C)cc1	33%	.	0%	?	7%[57.1 µM]	-2%	1%	0%	1%
35	Cc1cc2ccc(C)c(C)c2nc1SCC#N	8%	-3%	3%	5%[59 µM]	7%	-2%	-13%	-5%	-5%
36	CC1(c2ccc3noc(-c4ccc(Cl)cc4)c3c2)OCCO1	3%	-2%	-10%	-47%	13%	-7%	-12%	-3%	-9%

Remaining list, next part.
no.	compound	Pol beta inh	APE1 inh	Apoferritin bind	G9a inh	BAZ2B block	Pol iota inh	POLK inh	BLM helicase inh	POLH inh
37	CCCCc1nnc(NC(=O)CSc2nc(N)cc(=O)[nH]2)s1	-16%	-3%	1%	-16%	-28%	-7%	-13%	-8%	1%
38	Cc1cc(=O)oc2cc(NC(=O)c3cccc(S(=O)(=O)N(C)C)c3)ccc12	-4%	17%	-2%	-9%	4%	6%	-1%	-6%	2%
39	CCOc1ccc(-n2c(SCc3ccccc3)nc3c([nH]c4ccccc43)c2=O)cc1	-1%	.	3%	-5%[59 µM]	-1%	-18%	-1%[60.1 µM]	0%	-3%
40	CCOC(=O)C1(Cc2ccccc2)CCN(Cc2cccc3c2OCO3)CC1	-8%	1%	-14%	6%	-22%	37%[activator]	-5%	1%	1%
41	CN(c1ccccc1)S(=O)(=O)c1ccc(Cl)c(C(=O)Nc2ccc(N3CCOCC3)cc2)c1	3%	-9%	-11%	50µM*	?	-14%	3%	-3%	-12%
42	COc1ccc(-c2[nH]ncc2CNCCc2ncccc2C)cc1F	10%	1%	-10%	26%	-36%	87%[activator]	1%	10%	-17%
43	COc1cc(C(=O)Nc2ccc(N(C)C)cc2)cc(OC)c1OC	18%	0%	-15%	45µM*	?	28%	8%	-3%	-14%
44	CCc1ccc(C(=O)Nc2ccc(S(=O)(=O)Nc3nc(C)cc(C)n3)cc2)o1	4%	-5%	-2%	2%[59 µM]	-20%	-5%	?	1%	-1%

Screening results: PubChem BioAssay, National Center for Advancing Translational Sciences (NCATS)
